# GLD-1 RNA inh: GLD-1/TGE RNA complex disruptors, primary screen, biochemical, fluorescence polarization. Female germline-specific tumor suppressor gld-1 (Caenorhabditis elegans), Q17339. purified GLD-1 + fluorescein TGE RNA. inhibition, % at 5.96 µM. 320,000 compounds, 0.44% hits. AID 2280, 2010;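 active = percent inhibition above a per-plate cutoff, the plate mean of test compounds plus 3 SD, cut at about 30% in these data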;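 also: 0% = DMSO wells with GLD-1 and probe and 100% = wells lacking GLD-1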
# Target sequence (Q17339 whole entry, looked up): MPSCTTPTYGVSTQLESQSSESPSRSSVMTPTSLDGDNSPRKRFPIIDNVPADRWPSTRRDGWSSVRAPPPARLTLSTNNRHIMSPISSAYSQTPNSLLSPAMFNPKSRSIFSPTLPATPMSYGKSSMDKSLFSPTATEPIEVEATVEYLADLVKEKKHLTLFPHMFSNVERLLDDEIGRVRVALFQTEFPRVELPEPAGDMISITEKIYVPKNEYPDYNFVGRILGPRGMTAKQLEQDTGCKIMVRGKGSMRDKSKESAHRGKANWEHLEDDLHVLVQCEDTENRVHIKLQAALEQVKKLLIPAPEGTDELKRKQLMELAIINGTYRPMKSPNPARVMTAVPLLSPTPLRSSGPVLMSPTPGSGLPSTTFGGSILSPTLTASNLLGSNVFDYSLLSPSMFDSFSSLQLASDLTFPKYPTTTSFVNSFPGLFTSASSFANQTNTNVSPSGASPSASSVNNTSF
# TPT1 inh: Candida albicans TPT1 enzyme inhibitors, primary screen, biochemical, fluorescence polarization. tRNA 2'-phosphotransferase TPT1 (Candida albicans SC5314). recombinant caTPT1, FP RNA substrate dephosphorylation. inhibition, % at 5 µM. 300,000 compounds, 0.81% hits. AID 1962, 2009;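 active = inhibition above the mean of all tested compounds plus 3 SD, set per screening campaign, cut at about 24% in these data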;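 also: plate controls were DMSO alone for no effect and ferristatin control at 100 nM for full effect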
# MEX-5 binding: MEX-5 zinc finger RNA-binding disruptors – biochemical, C. elegans, fluorescence polarization, MLPCN library, primary screen | Zinc finger protein mex-5 (Caenorhabditis elegans), Q9XUB2 | MEX-5/FITC-TCR2 RNA binding; active compounds read low | activity score (negative = inhibition of binding), % at 10 µM | 300,000 compounds, 0.38% hits;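 active = inhibition past about -25% in most replicates, and total fluorescence under double the plate's negative control median, limit read from the data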;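 also: 0% = DMSO and -100% = 5 µM competing unlabeled TCR2 RNA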
# Target sequence (Q9XUB2 whole entry, looked up): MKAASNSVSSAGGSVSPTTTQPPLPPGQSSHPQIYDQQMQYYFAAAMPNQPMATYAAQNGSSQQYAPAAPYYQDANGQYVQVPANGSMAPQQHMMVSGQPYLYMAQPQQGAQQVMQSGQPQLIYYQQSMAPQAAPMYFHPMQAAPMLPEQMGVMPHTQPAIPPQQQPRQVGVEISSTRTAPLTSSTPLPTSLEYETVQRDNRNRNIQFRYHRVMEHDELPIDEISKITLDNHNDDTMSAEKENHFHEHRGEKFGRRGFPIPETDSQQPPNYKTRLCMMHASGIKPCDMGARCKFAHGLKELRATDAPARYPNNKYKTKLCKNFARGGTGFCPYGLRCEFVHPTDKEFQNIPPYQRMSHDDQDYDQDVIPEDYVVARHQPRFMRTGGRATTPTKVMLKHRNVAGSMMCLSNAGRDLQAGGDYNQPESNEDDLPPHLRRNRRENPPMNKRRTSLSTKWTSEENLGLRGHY
# Fam108B counter: mouse Fam108B serine hydrolase inhibitors, primary screen, counter-screen for RBBP9 inhibitor project, biochemical, fluorescence polarization; recombinant Fam108B, FP-Rh probe fluorescence polarization; inhibition, % at 9.51 µM; 300,000 compounds, 0.33% hits;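 active = inhibition above the screen mean inhibition plus 3 SD, computed separately per campaign, cut at about 18% in these data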;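 also: inhibitors lower polarization as less probe binds the enzyme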
# BCLXL inh: inhibitors of human Bcl-xL, primary screen, biochemical, fluorescence polarization, HTS; inhibition, % at 10.9 µM; GST-Bcl-xL / FITC-Bim BH3 peptide fluorescence polarization; 320,000 compounds, 0.7% hits;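 active = inhibition above the mean of all tested compounds plus 3 SD, cutoff set per campaign, cut at about 30% in these data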;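 also: 0% = DMSO wells and 100% = unlabeled Bim-BH3 peptide competitor; inhibitors lower millipolarization by displacing the labeled peptide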
# GSTO1 inh: inhibitors of recombinant GSTO1, primary screen, counter-screen for RBBP9 inhibitor project, biochemical, fluorescence polarization; 300,000 compounds, 1.1% hits; inhibition, % at 5.96 µM; AID 1974, 2009; activity-based probe fluorescence polarization;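 active = inhibition above the campaign mean inhibition plus 3 SD, cut at about 35% in these data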;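 also: 0% = GSTO1-1 with DMSO and 100% = wells lacking GSTO1-1 enzyme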
# MCL1-BIM inh: inhibitors of MCL1 binding to BIM-BH3, primary screen, biochemical, fluorescence polarization. Induced myeloid leukemia cell differentiation protein Mcl-1 (Homo sapiens), Q07820. GST-MCL1 / FITC-Bim-BH3 fluorescence polarization. inhibition, % at 10.9 µM. 320,000 compounds, 0.68% hits. AID 2057, 2009;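 active = inhibition above the mean inhibition of all tested compounds plus 3 SD, set per campaign, cut at about 40% in these data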;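 also: 0% = DMSO wells and 100% = unlabeled Bim-BH3 peptide control; higher means more loss of mP so more displacement of Bim peptide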
# PME-1 inh: PME-1 inhibitors via competitive probe labeling, primary screen, biochemical, fluorescence polarization, FP-Rh probe, HTS | recombinant PME-1 | Protein phosphatase methylesterase 1 (Homo sapiens), Q9Y570 | 320,000 compounds, 0.53% hits | inhibition, % at 5.9 µM;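 active = inhibition above the campaign mean of all compounds plus 3 SD, cut at about 26% in these data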;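 also: competitive labeling of PME-1 active site by serine hydrolase directed probe; 0% = PME-1 with DMSO and 100% = wells lacking PME-1 enzyme; inhibitors block probe labeling so polarization falls and inhibition rises; many of its hits are not listed in these tables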
# PAD4 inh: human PAD4 inhibitors, primary screen, biochemical, fluorescence polarization, 1536-well format | recombinant PAD4, RCA probe fluorescence polarization | inhibition, % at 6.36 µM | 330,000 compounds, 0.41% hits;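 active = percent inhibition above a cutoff equal to the mean of all tested compounds plus 3 SD, cut at about 15% in these data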;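 also: 0% = PAD4 with RCA probe and DMSO and 100% = probe without PAD4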
# An asterisk follows results filed as active; · = not tested or not shown; & = joins results of further samples.
(1) COc1ccc2nc(NC(=O)CCNC(=O)c3ccccc3Cl)sc2c1
(2) COc1ccc(N(CC(=O)NCCc2ccc(C)cc2)S(=O)(=O)c2c(C)noc2C)cc1
(3) C[C@@H]1NC(=O)c2cc([N+](=O)[O-])cc(I)c2NCC[C@@H](C(N)=O)NC(=O)[C@H](CC(N)=O)NC1=O
(4) CCc1ccc(/C=N/NC(=O)c2nnn(-c3nonc3N)c2CN2CCOCC2)cc1
(5) Nc1c2c(nc3ccccc13)CCCC2
(6) COc1cc(/C=C/C(=O)Nc2ccc(C)cc2)cc(OC)c1OC
(7) COc1ccccc1NCCC(=O)OCC(=O)NC1CC1
(8) COc1cccc(CNS(=O)(=O)c2cc(Br)cc3c2N(C(C)=O)C(C)C3)c1 (configuration not stated)
Screen / compound no. | 1 | 2 | 3 | 4 | 5 | 6 | 7 | 8
GLD-1 RNA inh | 3 | 4 | 5 | -2 | 3&2 | 4 | 3 | 5
TPT1 inh | 2 | 0 | 0 | -2 | -3&-1 | -5 | 1 | -2
MEX-5 binding | 1.0 | -1.0 | · | -2.7 | 0.2 | -0.9 | 1.6 | -3.3
Fam108B counter | -4 | -3 | -2 | 4 | -2&3 | 6 | 3 | 3
BCLXL inh | 8 | 4 | -7 | 2 | -4&3 | 1 | 1 | 8
GSTO1 inh | 3 | 0 | 2 | 0 | -2&5 | 3 | 2 | 1
MCL1-BIM inh | 6 | -2 | -17 | 8 | -2&6 | 8 | 13 | 7
PME-1 inh | -2 | 3 | -2 | -1 | -7&-10 | 1 | 2 | 4
PAD4 inh | -7 | 2 | 0 | 0 | -6&-1 | 2 | 0 | 1

(9) Cc1ccc(S(=O)(=O)[N-]c2nc3ccccc3nc2-[n+]2cc(C)cc(C)c2)cc1
(10) c1ccc2c(-c3c[nH]c4ccccc34)c3ccccc3nc2c1
(11) CC(C)NC(=O)CN1CCN(Cc2nc(-c3cccs3)no2)CC1
(12) CC(C)NC(=O)COc1ccc(S(=O)(=O)N2CCCC2)cc1
(13) Cc1ccc2c(c1)c1c(n2CC(O)CN2CCC(C)CC2)CCCC1 (configuration not stated)
(14) CCc1cc(-c2n[nH]c(C)c2-c2nc3ccccc3n2C)c(O)c(CN2CCN(C)CC2)c1O
(15) Cc1ccc(S(=O)(=O)NCC(=O)NCc2cc(=O)n(C)c(=O)n2C)cc1
(16) CCOC(=O)C1=C(CC)Nc2ccccc2N/C1=N\S(=O)(=O)c1ccc2ccccc2c1
Screen / compound no. | 9 | 10 | 11 | 12 | 13 | 14 | 15 | 16
GLD-1 RNA inh | 9 | 1 | -4 | 0 | 11 | -2 | -1 | -1
TPT1 inh | 2 | 6 | 4 | 1 | -3 | 1 | -2 | 3
MEX-5 binding | -7.5 | -0.5 | 1.1 | 0.6 | -0.2 | -1.3 | -0.5 | 0.1
Fam108B counter | -3 | 5 | -2 | 0 | 3 | -2 | -1 | 3
BCLXL inh | -6 | 5 | -4 | 4 | 6 | 4 | 3 | 1
GSTO1 inh | -1 | -3 | 1 | -43 | 16 | 14 | 7 | 1
MCL1-BIM inh | -8 | 0 | -7 | 6 | 4 | 3 | 4 | -3
PME-1 inh | 4 | -1 | -5 | -1 | -4 | 1 | -3 | 9
PAD4 inh | -1 | -3 | -5 | -6 | 0 | 0 | 0 | -4

(17) Cc1ccc(-c2nonc2NC(=O)c2ccco2)cc1
(18) CC(C)C(NC(=O)c1ccc(F)cc1)C(=O)N1CCOCC1 (configuration not stated)
(19) COc1ccc(CCC(=O)N2CCCc3ccccc32)cc1
(20) COc1ccc(CCC(=O)NCCc2nc3ccccc3[nH]2)cc1
(21) Cc1cccc(NC(=O)CSc2nnc(CNC(=O)c3ccc(S(=O)(=O)N(C)C)cc3)n2-c2cccc(C)c2)c1
(22) Cc1cc(C)n(-c2c(F)c(F)c(CO)c(F)c2F)n1
(23) O=C(N/N=C(\c1ccccc1)c1cccnc1)c1cc(O)ccc1O
(24) CC(C)N(Cc1nc(-c2ccccc2)no1)C(=O)CSc1ccccc1
Screen / compound no. | 17 | 18 | 19 | 20 | 21 | 22 | 23 | 24
GLD-1 RNA inh | -4 | 1 | 1 | 1 | -2 | -3 | -1 | -4
TPT1 inh | 2 | · | 2 | -4 | 0 | 0 | -3 | 3
MEX-5 binding | 0.6 | · | -0.6 | -2.5 | 1.4 | -0.1 | -0.7 | 1.8
Fam108B counter | -2 | · | 0 | 4 | -1 | 4 | -1 | 1
BCLXL inh | 7 | 3 | 1 | 0 | 1 | 4 | 13 | 0
GSTO1 inh | -5 | · | 2 | -3 | 0 | -1 | 9 | 2
MCL1-BIM inh | -8 | 6 | 4 | 5 | 5 | -4 | 25 | 0
PME-1 inh | -1 | -6 | -2 | 3 | -1 | -2 | -4 | -10
PAD4 inh | 5 | -6 | -2 | 3 | 0 | 0 | 4 | 4

# Pulled by compound from the list above (three):
(3) C[C@@H]1NC(=O)c2cc([N+](=O)[O-])cc(I)c2NCC[C@@H](C(N)=O)NC(=O)[C@H](CC(N)=O)NC1=O
(2) COc1ccc(N(CC(=O)NCCc2ccc(C)cc2)S(=O)(=O)c2c(C)noc2C)cc1
(24) CC(C)N(Cc1nc(-c2ccccc2)no1)C(=O)CSc1ccccc1
Screen / compound no. | 3 | 2 | 24
GLD-1 RNA inh | 5 | 4 | -4
TPT1 inh | 0 | 0 | 3
MEX-5 binding | · | -1.0 | 1.8
Fam108B counter | -2 | -3 | 1
BCLXL inh | -7 | 4 | 0
GSTO1 inh | 2 | 0 | 2
MCL1-BIM inh | -17 | -2 | 0
PME-1 inh | -2 | 3 | -10
PAD4 inh | 0 | 2 | 4

# Going on with the list.
(25) CC12CCC(C/C1=N/NC(=O)COc1ccccc1Cl)C2(C)C (configuration not stated)
(26) CCOc1c(O)ccc(C2NC(=O)N(C)C(C)=C2C(=O)OC)c1[N+](=O)[O-] (configuration not stated)
(27) CC(C)N(Cc1nc(-c2ccc3c(c2)OCO3)no1)Cc1nccn1C
(28) CCOC(=O)Nc1n[nH]c(NC(=O)OCC)c1[N+](=O)[O-]
(29) COc1ccccc1N1C(=O)C2C(C(=O)c3ccccc3)=NN(c3ccccc3)C2C1=O (configuration not stated)
(30) COC(=O)c1cnn(-c2cc(Oc3ccccc3)ncn2)c1N
(31) Cc1[nH]c2ccccc2c1C(=O)COC(=O)c1c(-c2c(F)cccc2Cl)noc1C
(32) COc1cccc(-n2nc(-c3ccnn3-c3ccc(C)cc3)c(=O)n(C)c2=O)c1
Screen / compound no. | 25 | 26 | 27 | 28 | 29 | 30 | 31 | 32
GLD-1 RNA inh | 0 | 4 | 0 | -4 | -6 | -1 | 3 | 3
TPT1 inh | 0 | -5 | -4 | -2 | 23 | 4 | 1 | 3
MEX-5 binding | 0.1 | 0.5 | 2.1 | 0.3 | -16 | 0.3 | 0.0 | 3.0
Fam108B counter | -1 | 0 | -3 | 3 | -1 | 3 | -16 | 6
BCLXL inh | 3 | 5 | 0 | 8 | 3 | 1 | 0 | 9
GSTO1 inh | 3 | 5 | 0 | 10 | 4 | 3 | -11 | 3
MCL1-BIM inh | 4 | 5 | -6 | 1 | -8 | 0 | -1 | 8
PME-1 inh | 4 | -1 | -6 | -4 | 3 | -10 | -17 | 0
PAD4 inh | 0 | 2 | -2 | -2 | 0 | -1 | 2 | -5

(33) Cc1ccc(CCNS(=O)(=O)c2c(C)nc3sccn3c2=O)cc1
(34) COc1ccc(OCCC(=O)Nc2cc(C)on2)cc1
(35) CCCOc1ccc(/C(O)=C2/C(=O)C(=O)N(CCN(C)C)C2c2ccncc2)cc1 (configuration not stated)
(36) CCC(C(=O)NCc1ccco1)N(C(=O)CNS(=O)(=O)c1ccccc1)c1ccc(F)cc1 (configuration not stated)
Screen / compound no. | 33 | 34 | 35 | 36
GLD-1 RNA inh | 8 | -3 | -7 | 7
TPT1 inh | -4 | 0 | 2 | 2
MEX-5 binding | 1.8 | 2.5 | · | 1.1
Fam108B counter | 4 | 3 | -2 | -4
BCLXL inh | 6 | 8 | -2 | 6
GSTO1 inh | 7 | -3 | 0 | 3
MCL1-BIM inh | 7 | 6 | -3 | 7
PME-1 inh | 4 | -3 | -4 | 9
PAD4 inh | 5 | -5 | -3 | -1

# One compound at a time, from the list above. Order of screens: GLD-1 RNA inh, TPT1 inh, MEX-5 binding, Fam108B counter, BCLXL inh, GSTO1 inh, MCL1-BIM inh, PME-1 inh, PAD4 inh
# `CCC(C(=O)NCc1ccco1)N(C(=O)CNS(=O)(=O)c1ccccc1)c1ccc(F)cc1` (configuration not stated) across the screens: 7, 2, 1.1, -4, 6, 3, 7, 9, -1
# `Cc1ccc(CCNS(=O)(=O)c2c(C)nc3sccn3c2=O)cc1` across the screens: 8, -4, 1.8, 4, 6, 7, 7, 4, 5
# `COc1ccc(OCCC(=O)Nc2cc(C)on2)cc1` across the screens: -3, 0, 2.5, 3, 8, -3, 6, -3, -5
# `CCCOc1ccc(/C(O)=C2/C(=O)C(=O)N(CCN(C)C)C2c2ccncc2)cc1` (configuration not stated) across the screens: -7, 2, ·, -2, -2, 0, -3, -4, -3

# High-throughput results (PubChem BioAssay)

# Not all compounds are listed; rates above refer to the full screens.
